FBW7 act: activators of human E3 ligase FBW7; normalized activity (activation), % at 26.1 µM; Q969H0; 0.13% of 650,000 active; AlphaScreen FBW7–phospho-cyclin E peptide binding, activator screen; in the data active means normalized activity above about 1.9%;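 further: purified mutant Fbw7 with reduced substrate affinity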
GPR151 activ: activators of human GPR151; PathHunter beta-arrestin GPR151 cells, luminescence; activation, % at 11.2 µM; Q8TDV0; 1% of 650,000 active; in the data active means activation above about 4.9%;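 further: 0% = median of compound wells and 100% = cells with positive control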
Target sequence (Q8TDV0 whole entry, looked up): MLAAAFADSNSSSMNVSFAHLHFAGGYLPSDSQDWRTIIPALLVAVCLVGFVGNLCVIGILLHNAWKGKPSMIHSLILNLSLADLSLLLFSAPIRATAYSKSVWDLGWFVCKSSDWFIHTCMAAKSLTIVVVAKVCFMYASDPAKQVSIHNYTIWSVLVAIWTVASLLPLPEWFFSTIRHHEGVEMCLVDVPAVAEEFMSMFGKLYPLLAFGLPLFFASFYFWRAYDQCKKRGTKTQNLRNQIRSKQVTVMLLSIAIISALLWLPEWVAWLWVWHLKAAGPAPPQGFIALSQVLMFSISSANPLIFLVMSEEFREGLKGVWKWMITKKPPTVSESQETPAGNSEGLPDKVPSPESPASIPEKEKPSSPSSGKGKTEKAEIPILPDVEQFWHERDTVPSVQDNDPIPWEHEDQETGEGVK
TEAD-YAP block: TEAD-YAP interaction inhibition; HEK-TIYL cells, TEAD-Gal4/YAP UAS-luciferase luminescence; inhibition, % at 9.12 µM; 1.4% of 640,000 active; AID 1259422; in the data active means inhibition above about 32%;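 further: 0% = median of test compound wells and 100% = reference inhibitor wells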
MITF primary: inhibitors of human MITF; AID 1259374; inhibition, % at 2.6 µM; AlphaScreen MITF homodimerization, bead proximity signal; 0.91% of 650,000 active; in the data active means inhibition above about 50%;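 further: 0% = vehicle wells with protein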
Target sequence (O75030 whole entry, looked up): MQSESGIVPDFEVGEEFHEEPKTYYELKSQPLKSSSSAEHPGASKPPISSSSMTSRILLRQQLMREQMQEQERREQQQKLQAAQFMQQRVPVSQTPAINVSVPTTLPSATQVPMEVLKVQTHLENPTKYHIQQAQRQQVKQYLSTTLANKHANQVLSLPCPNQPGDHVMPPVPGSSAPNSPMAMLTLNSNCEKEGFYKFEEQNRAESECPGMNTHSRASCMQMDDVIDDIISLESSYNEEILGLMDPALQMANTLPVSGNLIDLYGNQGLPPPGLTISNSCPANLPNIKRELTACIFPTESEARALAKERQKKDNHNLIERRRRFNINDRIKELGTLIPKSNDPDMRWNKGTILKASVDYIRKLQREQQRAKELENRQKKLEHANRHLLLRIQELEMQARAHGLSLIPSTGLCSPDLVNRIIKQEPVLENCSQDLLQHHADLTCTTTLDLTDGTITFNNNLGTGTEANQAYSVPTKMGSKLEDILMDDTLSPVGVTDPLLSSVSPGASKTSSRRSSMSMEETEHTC
Numbers without * were called inactive.

Results for Cc1cc(C=Nc2cc(C)on2)c(O)c([N+](=O)[O-])c1 ?
FBW7 act: 0.5; GPR151 activ: -1.5; TEAD-YAP block: -5; MITF primary: 12

How did CC(=O)NC1=NC(=O)/C(=C/c2sccc2C)S1 do in these assays?
FBW7 act: -0.2; GPR151 activ: -2.8; TEAD-YAP block: -9; MITF primary: 9

How did O=C(/C=C/c1ccccc1O)c1ccccc1 do in these assays?
FBW7 act: 0.1; GPR151 activ: 1.1; TEAD-YAP block: -22; MITF primary: -8

Results for CC(=O)c1cccc(NS(=O)(=O)c2ccc(NC(=O)c3ccccc3Cl)cc2)c1 ?
FBW7 act: 0.1; GPR151 activ: -0.4; TEAD-YAP block: 39*; MITF primary: 4

Results for COc1cccc(/C(O)=C2\C(=O)C(=O)NC2c2ccc(OC)c(OC)c2)c1 (stereo unspecified) ?
FBW7 act: 0.3; GPR151 activ: -0.2; TEAD-YAP block: 3; MITF primary: 25

Results for COCCN(C)C(=O)C1CCN(C2CCN(Cc3cccc(C)n3)CC2)CC1 ?
FBW7 act: 0.6; GPR151 activ: -0.3; TEAD-YAP block: 0; MITF primary: 14

What do the screens show for `CCc1ccc(NC(=O)CSc2nc3cc4c(cc3c(=O)n2CCC(=O)NCCc2ccc(OC)c(OC)c2)OCO4)cc1`?
FBW7 act: 0.1; GPR151 activ: 2.7; TEAD-YAP block: 13; MITF primary: -9

How did O=C(NCC1CCCCC1)c1cc(=O)c2ccccc2o1 do in these assays?
FBW7 act: -0.1; GPR151 activ: 3.1; TEAD-YAP block: -1; MITF primary: -10

How did COc1cccc(C2=NC(C(F)(F)F)(C(F)(F)F)N=C(N3CCOCC3)O2)c1 do in these assays?
FBW7 act: 0.0; GPR151 activ: 3.1; TEAD-YAP block: 7; MITF primary: 11

What do the screens show for `Cc1nnc(NC(=O)c2ccc(S(=O)(=O)c3ccccc3)cc2)s1`?
FBW7 act: 0.2; GPR151 activ: -0.8; TEAD-YAP block: 2; MITF primary: -16

How did COc1cccc(/C(C)=N/Nc2nc3ccccc3[nH]2)c1 do in these assays?
FBW7 act: -0.3; GPR151 activ: -1.2; TEAD-YAP block: -56; MITF primary: -4

What do the screens show for `O=C(Nc1ccc(-c2nc3ccccc3s2)cc1)c1ccc(-c2cccc(Cl)c2)o1`?
FBW7 act: 0.2; GPR151 activ: -0.9; TEAD-YAP block: 22; MITF primary: 10

What do the screens show for `CCCn1cc([C@@H]2C[C@H]3CN(c4cccc(OC)c4)C(=O)[C@]34CCCN24)c(C)n1`?
FBW7 act: 0.3; GPR151 activ: 4.8; TEAD-YAP block: -30; MITF primary: -10

Results for O=C1OC(c2ccc(F)cc2)=N/C1=C/c1cccc2ccccc12 ?
FBW7 act: 0.1; GPR151 activ: 0.0; TEAD-YAP block: 1; MITF primary: 6

Results for COc1cc(C2C(C#N)=C(N)Oc3cc(C)oc(=O)c32)ccc1OC(=O)N1CCOCC1 (stereo unspecified) ?
FBW7 act: 0.1; GPR151 activ: 1.5; TEAD-YAP block: 10; MITF primary: 2

How did Cc1ccccc1-c1n[nH]c(=S)n1/N=C/c1ccccc1C(=O)O do in these assays?
FBW7 act: -0.2; GPR151 activ: 2.4; TEAD-YAP block: -7; MITF primary: 11

How did CC(OC(=O)Cc1coc2ccc3ccccc3c12)C(=O)NC(N)=O (stereo unspecified) do in these assays?
FBW7 act: -0.1; GPR151 activ: 0.4; TEAD-YAP block: 6; MITF primary: 5

How did CCOC(=O)c1cc(NC(=O)CSc2nc3ccccc3[nH]2)ccc1Cl do in these assays?
FBW7 act: 0.2; GPR151 activ: 1.9; TEAD-YAP block: 2; MITF primary: 7

What do the screens show for `O=C(O)c1nccnc1C(=O)NCCc1ccccc1`?
FBW7 act: -0.1; GPR151 activ: 0.1; TEAD-YAP block: 0; MITF primary: 3

What do the screens show for `Cc1nn(Cc2ccccc2)c(C)c1NC(=O)c1cc(-c2ccco2)on1`?
FBW7 act: -0.1; GPR151 activ: 0.5; TEAD-YAP block: -8; MITF primary: -5

Results for O=C(NCc1cccc(C(F)(F)F)c1)c1cccc(Nc2ccccc2)n1 ?
FBW7 act: 0.0; GPR151 activ: -1.4; TEAD-YAP block: 5; MITF primary: -6

Results for CCN1CCN(CC(=O)N2c3ccccc3Sc3ccccc32)CC1 ?
FBW7 act: -0.1; GPR151 activ: -0.7; TEAD-YAP block: 13; MITF primary: -8

Results for Cn1c(C(=O)NCc2ccc(Cl)cc2)cc2occc21 ?
FBW7 act: -0.2; GPR151 activ: -0.3; TEAD-YAP block: 1; MITF primary: 2

What do the screens show for `C[C@@H]1CC[C@H]2C(=O)O[C@@H](COc3ccc(C(C)(C)C)cc3)CN2[C@@H]1c1ccc(Br)cc1`?
FBW7 act: -0.1; GPR151 activ: 5.4*; MITF primary: 17

What do the screens show for `O=C1[C@@H]2C[C@H](NCc3ccccc3F)CN2C(=O)[C@H]2CCCN12`?
FBW7 act: 0.0; GPR151 activ: -1.5; TEAD-YAP block: 4; MITF primary: -1

What do the screens show for `CCOC(=O)C1=CN(Cc2ccc(Cl)cc2)C=C(C(=O)OCC)C1c1cccc(OCC)c1`?
FBW7 act: 0.8; GPR151 activ: 0.7; TEAD-YAP block: -5; MITF primary: -19

How did Cc1nonc1CN(C)C(=O)CC1C(=O)NCCN1Cc1ccc(F)c(F)c1 (stereo unspecified) do in these assays?
FBW7 act: 0.1; GPR151 activ: 0.2; TEAD-YAP block: 3; MITF primary: -10

How did CCOC(=O)c1sc(NC(=O)c2cc3ccccc3oc2=O)c(C(=O)OCC)c1C do in these assays?
FBW7 act: -0.1; GPR151 activ: 3.0; TEAD-YAP block: -1; MITF primary: 1

How did Cn1c(Nc2cc(Nc3ccc(N4CCOCC4)cc3)ncn2)nc2ccccc21 do in these assays?
FBW7 act: -0.3; GPR151 activ: 1.0; TEAD-YAP block: -4; MITF primary: 22

What do the screens show for `Cc1cccc2sc(NC(=O)CCC(=O)O)nc12`?
FBW7 act: -0.2; GPR151 activ: -1.2; TEAD-YAP block: -6; MITF primary: 3

Results for CC(=O)Nc1ccc(NC(=O)c2cccc(Nc3cnccn3)c2)cc1 ?
FBW7 act: -0.1; GPR151 activ: -0.5; TEAD-YAP block: -28; MITF primary: 12

What do the screens show for `O=c1[nH]c2ccc(S(=O)(=O)N3CCOCC3)cc2o1`?
FBW7 act: -0.2; GPR151 activ: -0.1; TEAD-YAP block: -8; MITF primary: 0

What do the screens show for `O=C(NCCc1ccccc1)c1cc2nc(-c3ccc(Br)cc3)cc(C(F)(F)F)n2n1`?
FBW7 act: 0.1; GPR151 activ: -0.5; TEAD-YAP block: -2; MITF primary: 13

How did CC(=O)c1sc2nc(SCC(=O)N3CCCCC3)[nH]c(=O)c2c1C do in these assays?
FBW7 act: 0.0; GPR151 activ: 0.1; TEAD-YAP block: 0; MITF primary: -17

What do the screens show for `O=C(NNC(=O)c1ccc(OC2CCCC2)cc1)Nc1cccc([N+](=O)[O-])c1`?
FBW7 act: 0.1; GPR151 activ: -1.7; TEAD-YAP block: 9; MITF primary: 3

Results for COc1cccc(CNCc2c(C(=O)O)n(Cc3cccc(F)c3)c3ccccc23)c1 ?
FBW7 act: -0.2; GPR151 activ: 0.6; TEAD-YAP block: 10; MITF primary: 0

What do the screens show for `CS(=O)(=O)Nc1ccccc1C(=O)Nc1cc(Cl)cc(Cl)c1`?
FBW7 act: -0.1; GPR151 activ: 2.3; TEAD-YAP block: 4; MITF primary: -1

What do the screens show for `COc1ccc(NS(=O)(=O)c2ccc3oc(Nc4ccc(C)c(F)c4)nc3c2)cc1`?
FBW7 act: 0.1; GPR151 activ: 0.4; TEAD-YAP block: 3; MITF primary: 2

What do the screens show for `CCN(CC)c1ccc(NC(=O)C2CC3CCC2C3)cc1` (stereo unspecified)?
FBW7 act: -0.4; GPR151 activ: 1.8; TEAD-YAP block: -44; MITF primary: 7

How did COc1ccc2c(c1)C(=O)C(=O)N2 do in these assays?
FBW7 act: -0.1; GPR151 activ: -0.9; TEAD-YAP block: 5; MITF primary: 4

How did CC(C)OC(=O)CN1C(=O)C(C)(C)Oc2ccc(C(=O)NC3CCCCC3)cc21 do in these assays?
FBW7 act: 0.1; GPR151 activ: 0.6; TEAD-YAP block: 2; MITF primary: 12

What do the screens show for `COc1ccc(N(CC(=O)Nc2cc([N+](=O)[O-])ccc2OC)S(C)(=O)=O)c(OC)c1`?
FBW7 act: 0.0; GPR151 activ: 1.3; TEAD-YAP block: -2; MITF primary: -6

What do the screens show for `COc1ccc(C2NC(=O)Cc3cc(OC)c(OC)cc32)cc1OC` (stereo unspecified)?
FBW7 act: 0.2; GPR151 activ: -1.0; TEAD-YAP block: 9; MITF primary: 14

What do the screens show for `CN(c1ccccc1)S(=O)(=O)c1cccc(NC(=O)CC(C)(C)C)c1`?
FBW7 act: 0.0; GPR151 activ: 0.0; TEAD-YAP block: 0; MITF primary: -4

Results for CC(=O)c1cccc(NC(=O)c2cccc(OCc3ccccc3)c2)c1 ?
FBW7 act: 0.4; GPR151 activ: -6.4; TEAD-YAP block: -2; MITF primary: 18

Results for CCCNc1cc(-c2c(C)noc2C)nc(N)n1 ?
FBW7 act: 0.0; GPR151 activ: 2.8; TEAD-YAP block: -4; MITF primary: 12

How did Cc1cc(N/C=C2/CCCCC2=O)no1 do in these assays?
FBW7 act: 0.1; GPR151 activ: -1.2; TEAD-YAP block: -4; MITF primary: 10

How did COc1ccc(C(=O)Nc2ccc(S(=O)(=O)N3CCCCC3c3cccnc3)cc2)cc1OC (stereo unspecified) do in these assays?
FBW7 act: -0.1; GPR151 activ: 0.6; TEAD-YAP block: 4; MITF primary: 3

How did CC1CN(C(=O)CN2C(=O)NC3(CCc4ccccc43)C2=O)CC(C)O1 (stereo unspecified) do in these assays?
FBW7 act: -0.1; GPR151 activ: -0.5; TEAD-YAP block: 0; MITF primary: 2

How did O=C(CCc1nnc(-c2ccccc2)o1)NC1CCCCC1 do in these assays?
FBW7 act: 0.1; GPR151 activ: -2.0; TEAD-YAP block: -43; MITF primary: 5

Results for CC(=O)N1CCSc2cc(S(=O)(=O)NC3CCCc4ccccc43)ccc21 (stereo unspecified) ?
FBW7 act: 0.1; GPR151 activ: -0.9; TEAD-YAP block: 31; MITF primary: -15

What do the screens show for `COc1ccc([N+](=O)[O-])cc1C1=N/C(=C/c2ccc(F)cc2)C(=O)O1`?
FBW7 act: 0.0; GPR151 activ: 1.3; TEAD-YAP block: -1; MITF primary: 17

What do the screens show for `O=C(NCCc1cccc(Cl)c1)C1CC1`?
FBW7 act: 0.0; GPR151 activ: 0.4; TEAD-YAP block: -4; MITF primary: 3

What do the screens show for `CC(=O)N1CCC2(CC1)C/C(=N\NC(=S)Nc1ccccc1F)c1cc(O)ccc1O2`?
FBW7 act: -0.1; GPR151 activ: 1.1; TEAD-YAP block: 0; MITF primary: 3

How did CN(C(=O)C(F)(F)F)c1c(Cl)ccc2c1C(=O)c1ccccc1C2=O do in these assays?
FBW7 act: 0.6; GPR151 activ: 0.6; TEAD-YAP block: 7; MITF primary: -1

How did CCOc1ccc2nc(NC(=O)CCCC(=O)O)sc2c1 do in these assays?
FBW7 act: -0.2; GPR151 activ: -0.5; TEAD-YAP block: 13; MITF primary: -12

What do the screens show for `Cc1ccc(CN2CCN3C(=O)[C@H](CCCCN)NC(=O)[C@H]3C2)cc1C`?
FBW7 act: 0.0; GPR151 activ: 0.4; TEAD-YAP block: 1; MITF primary: -3

What do the screens show for `CCCCCCOc1ccc(-c2ccc(-c3noc(-c4ccc(OCCCC)cc4)n3)cc2)cc1`?
FBW7 act: 0.1; GPR151 activ: 0.3; TEAD-YAP block: 3; MITF primary: 1

Of the compounds above, eleven have fluorine:
How did COc1cccc(C2=NC(C(F)(F)F)(C(F)(F)F)N=C(N3CCOCC3)O2)c1 do in these assays?
FBW7 act: 0.0; GPR151 activ: 3.1; TEAD-YAP block: 7; MITF primary: 11

Results for O=C1OC(c2ccc(F)cc2)=N/C1=C/c1cccc2ccccc12 ?
FBW7 act: 0.1; GPR151 activ: 0.0; TEAD-YAP block: 1; MITF primary: 6

Results for O=C(NCc1cccc(C(F)(F)F)c1)c1cccc(Nc2ccccc2)n1 ?
FBW7 act: 0.0; GPR151 activ: -1.4; TEAD-YAP block: 5; MITF primary: -6

What do the screens show for `O=C1[C@@H]2C[C@H](NCc3ccccc3F)CN2C(=O)[C@H]2CCCN12`?
FBW7 act: 0.0; GPR151 activ: -1.5; TEAD-YAP block: 4; MITF primary: -1

How did Cc1nonc1CN(C)C(=O)CC1C(=O)NCCN1Cc1ccc(F)c(F)c1 (stereo unspecified) do in these assays?
FBW7 act: 0.1; GPR151 activ: 0.2; TEAD-YAP block: 3; MITF primary: -10

What do the screens show for `O=C(NCCc1ccccc1)c1cc2nc(-c3ccc(Br)cc3)cc(C(F)(F)F)n2n1`?
FBW7 act: 0.1; GPR151 activ: -0.5; TEAD-YAP block: -2; MITF primary: 13

Results for COc1cccc(CNCc2c(C(=O)O)n(Cc3cccc(F)c3)c3ccccc23)c1 ?
FBW7 act: -0.2; GPR151 activ: 0.6; TEAD-YAP block: 10; MITF primary: 0

What do the screens show for `COc1ccc(NS(=O)(=O)c2ccc3oc(Nc4ccc(C)c(F)c4)nc3c2)cc1`?
FBW7 act: 0.1; GPR151 activ: 0.4; TEAD-YAP block: 3; MITF primary: 2

What do the screens show for `COc1ccc([N+](=O)[O-])cc1C1=N/C(=C/c2ccc(F)cc2)C(=O)O1`?
FBW7 act: 0.0; GPR151 activ: 1.3; TEAD-YAP block: -1; MITF primary: 17

What do the screens show for `CC(=O)N1CCC2(CC1)C/C(=N\NC(=S)Nc1ccccc1F)c1cc(O)ccc1O2`?
FBW7 act: -0.1; GPR151 activ: 1.1; TEAD-YAP block: 0; MITF primary: 3

How did CN(C(=O)C(F)(F)F)c1c(Cl)ccc2c1C(=O)c1ccccc1C2=O do in these assays?
FBW7 act: 0.6; GPR151 activ: 0.6; TEAD-YAP block: 7; MITF primary: -1
